# HDAC3 inh: HDAC3 deacetylase inhibitors, primary screen, biochemical, fluorescence, cell-free homogeneous | recombinant HDAC3, fluorogenic peptide/trypsin coupled | inhibition, % at 8.3 µM | 0.15% of 320,000 active | AID 2718, 2010; in the data active means inhibition above about 26%, passing the limit was not always enough; inconclusive means no clear call, values can overlap the other calls
# Target sequence (O15379 whole entry, looked up): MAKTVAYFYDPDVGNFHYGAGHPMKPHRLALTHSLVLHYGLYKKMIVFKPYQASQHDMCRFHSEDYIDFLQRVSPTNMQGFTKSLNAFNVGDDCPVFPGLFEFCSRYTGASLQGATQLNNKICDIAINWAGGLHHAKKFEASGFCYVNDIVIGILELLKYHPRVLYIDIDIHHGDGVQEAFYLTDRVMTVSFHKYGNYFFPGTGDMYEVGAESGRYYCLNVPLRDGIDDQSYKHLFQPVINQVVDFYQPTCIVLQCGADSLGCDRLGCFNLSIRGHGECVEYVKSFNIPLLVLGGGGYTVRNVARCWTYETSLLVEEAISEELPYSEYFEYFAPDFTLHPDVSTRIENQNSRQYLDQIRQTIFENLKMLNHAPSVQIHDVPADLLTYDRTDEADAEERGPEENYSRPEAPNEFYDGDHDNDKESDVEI
# HSF1 inh: HSF1 inhibitors in luciferase reporter cells, primary screen, cell-based, NIH3T3, luminescence | activity change, negative = inhibition, % at 7.5 µM (by protocol) | 0.77% of 300,000 active | NIH3T3-HGL HSE-luciferase, MG132-induced, luminescence 8 h; stronger effect = lower value | AID 2098, 2009;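 active means more than half of replicate wells show activity change below -50%, luminescence cut by over half; inconclusive means some wells, but at most half, below -50%; inactive means no replicate well below -50%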;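 further: luciferase reports HSF-1 transcriptional activity via heat shock element; 0% = median of DMSO wells and -100% = zero luminescence signal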
# aSyn UTR inh: MLPCN primary screen, SNCA 5' untranslated region; alpha-synuclein 5'UTR reporter, inhibitor activity; inhibition, % (tested at 7.5 µM); 0.82% of 300,000 active; AID 1813, 2009; in the data active means inhibition above about 60%; inconclusive means no clear call, values can overlap the other calls;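 further: H4 neuroglioblastoma cells stably carrying SNCA 5'UTR luciferase fusion; 0% = DMSO wells and 100% = positive control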
# AI-2 QS modul: Vibrio harveyi AI-2 quorum sensing modulators, primary screen, JMH597 strain, luminescence/OD600 ratio; Vibrio harveyi JMH597 AI-2 luminescence/OD600 ratio, 9 h; stronger effect = lower value; strain lacks LuxN and CqsS sensors; 0 = neutral-control median; activity change, % at 7.5 µM; 0.4% of 300,000 active; in the data active means activity change below about -75%, passing the limit was not always enough; inconclusive means no clear call, values can overlap the other calls;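 further: luminescence divided by OD600 gain over 9 h not by final OD600 alone; inactives centre near 13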
# HSF-1 act: HSF-1 activators, primary screen, NIH3T3-HGL cells, MG132 stress, luminescence, single point | NIH3T3-HGL HSF-1 luciferase reporter, 8 h; 100% = twice DMSO control signal | activation, % at 9 µM | 1.7% of 300,000 active | AID 504408, 2011;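 active means mean replicate activation of at least 50% with a set share of replicates each reaching 50%; inconclusive means only one of those two conditions met; inactive means mean below 50% and too few replicates reaching it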;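 further: 0% = median of the neutral control wells and 100% = twice that signal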
# KLF5 inhibitor: KLF5 expression inhibitors, primary screen, DLD-1 cells, luminescence | DLD-1 KLF5 promoter-luciferase reporter | inhibition, % at 5 µM | 0.23% of 290,000 active | AID 1700, 2009;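 active means inhibition above a per-plate limit of that plate's mean compound inhibition plus 3 SD, cut at about 60% in these data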;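 further: 0% = DMSO wells and 100% = LY294002 at 200 µM; higher means less KLF5 promoter-driven luciferase light; inactives centre near -14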
# HIF activator: HIF pathway transcriptional activators, primary screen, cell-based, U2OS HRE-luciferase, luminescence; U2OS HRE-luciferase reporter; normalized: DMSO 0%, desferrioxamine 100%; activation, % at 7.5 µM (by protocol); 0.32% of 300,000 active; AID 1910, 2009;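 active means mean activation of at least 10% of the iron chelator positive control signal, with at least half of replicates also reaching 10%; inconclusive means mean and replicate majority disagree about reaching 10%; inactive means mean and most replicates under 10%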
# HSP90 inh: HSP90 inhibitors, primary screen, cell lysate, luminescence. 0.91% of 290,000 active. AID 1789, 2009. Rabbit reticulocyte lysate, luciferase refolding luminescence, 3 h. inhibition, % at 5.6 µM;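 active means inhibition above the screen-wide mean plus 3 SD, computed separately per campaign, cut at about 16% in these data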;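 further: 0% = DMSO wells and 100% = 60 µM geldanamycin wells; inhibitors lower the luminescence because luciferase stays unfolded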
# Platelet DG rel: inhibitors of platelet dense granule secretion, primary screen, cell-based, MLPCN, human platelets; human platelet-rich plasma, SFLLRN dense granule ATP release, luminescence; inhibition, %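 (compounds screened at 7.5 µM in platelet-rich plasma)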; 0.22% of 300,000 active;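 active means mean replicate score, as percent of positive control, at or above 50; inconclusive means mean below 50 but at least one replicate at or above 50; inactive means mean and every replicate below 50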
# IEC-6 tox: cytotoxicity in IEC-6 intestinal epithelial cells, primary screen, cytotoxicity control for KLF5 inhibitor project, cell-based, luminescence; 0.78% of 290,000 active; inhibition, % at 5 µM; IEC-6 cytotoxicity, luminescence viability; in the data active means inhibition above about 22%;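 further: 0% = plate median of test compound wells and 100% = cytotoxic reference compound wells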
# The depositor's hits bear a star; ? = inconclusive; nt = no result given. Not a hit list; overall some 5% were active at least once.
SMILES,HDAC3 inh,HSF1 inh,aSyn UTR inh,AI-2 QS modul,HSF-1 act,KLF5 inhibitor,HIF activator,HSP90 inh,Platelet DG rel,IEC-6 tox
O=C(Nc1nc(-c2ccc(F)cc2)cs1)C1CCN(C(=O)c2ccc(F)cc2)CC1,8,-6,20,6,-1,nt,-3.5,nt,-8,nt
Cn1c(N)c(C(=O)NCc2ccccc2Cl)sc1=S,3,nt,nt,-2,nt,12,nt,2,nt,1
CC(C)CC(=O)Nc1c2c(nn1-c1ccc(F)cc1)CSC2,-4,2,14,16,8,2,-0.3,5,7,-2
NNC(=O)Cn1nnc(-c2ccc(C(F)(F)F)cc2)n1,-9,-8,-12,22,-2,-15,-1.6,4,8,0
COc1cc2c(cc1OC)CN(C(=O)CN1C(=O)c3ccc([N+](=O)[O-])cc3C1=O)CC2,-1,5,-1,19,-10,nt,-0.2,nt,-6,nt
O=C(NCCc1ccccc1)/C(=C\c1ccc([N+](=O)[O-])cc1)NC(=O)c1ccccc1,3,-4,0,21,-2,-13,-0.1,0,-3,-2
CCOC(=O)CC(NC(=O)c1cccc2c1C(=O)N(Cc1cccnc1)C2)c1ccc(OC(C)C)cc1 (centres undefined),-6,0,-9,6,19,4,-0.1,0,2,2
O=S(=O)(/N=C(/Nc1ccccc1)c1ccccc1)c1cccs1,1,-7,31,17,-13,-19,0.1,1,-1,6
Cc1cccc2c3nc4ccccc4nc3n(C)c12,3,9,-78,17,31,-161,1.4,-1,-8,1
CC(C)(C)OC(=O)N1CCN(c2ccc(CNC(=O)c3ccc(Cl)cc3)cc2)CC1,6,-5,20,8,0,-12,-0.5,-1,-2,-1
Clc1ccc(Oc2cnns2)cc1Cl,7,-11,5,18,-12,3,0.1,2,18,1
Cc1cc(NC(=O)C(C)C)ncc1NC(=O)Cc1ccccc1,4,-7,-12,nt,-2,1,0.0,0,-7,-3
CC1CCCC(C)N1C(=O)CSc1nc2ccccc2s1 (centres undefined),3,10,-99,49,17,-77,1.0,-2,-3,-3
Cc1ccc(C)c(Nc2nn3c(=O)c4ccc(C(=O)NCc5cccnc5)cc4nc3s2)c1,2,-9,-17,8,-5,8,0.1,-2,10,-1
COc1ccc(C2=NN3C(C2)c2ccccc2OC32C(=O)N(C)c3ccccc32)cc1 (centres undefined),16,57,-131,29,92*,-142,3.8,-1,4,0
COc1cccc(CNS(=O)(=O)c2ccc(S(=O)(=O)NC3CC3)cc2)c1,-3,2,0,29,0,-11,-1.1,-1,4,-1
CCCCn1c(O)c(/C=C2\C=NN=C2c2ccccc2)sc1=S,-3,5,12,19,?,-40,0.0,0,-1,-4
CCOC(=O)c1cc(CC)sc1NC(=O)c1ccc([N+](=O)[O-])c(N2CCOCC2)c1,nt,-3,4,13,13,-19,-0.4,-3,-11,0
COc1ccc(Cl)cc1-c1nc(N)nc(NC2CCCCC2)n1,5,16,25,2,24,-5,0.1,-5,3,-3
C=C(C)C1CC=C(C)/C(=N/NC(=O)COc2ccc(Cl)cc2)C1 (centres undefined),1,-3,-3,15,-15,-16,-0.1,-2,-3,-5

# Part of the list above, with values under each structure.
# The line under a structure holds: HDAC3 inh, HSF1 inh, aSyn UTR inh, AI-2 QS modul, HSF-1 act, KLF5 inhibitor, HIF activator, HSP90 inh, Platelet DG rel, IEC-6 tox
> O=C(Nc1nc(-c2ccc(F)cc2)cs1)C1CCN(C(=O)c2ccc(F)cc2)CC1
  8, -6, 20, 6, -1, nt, -3.5, nt, -8, nt
> Cn1c(N)c(C(=O)NCc2ccccc2Cl)sc1=S
  3, nt, nt, -2, nt, 12, nt, 2, nt, 1
> CC(C)CC(=O)Nc1c2c(nn1-c1ccc(F)cc1)CSC2
  -4, 2, 14, 16, 8, 2, -0.3, 5, 7, -2
> NNC(=O)Cn1nnc(-c2ccc(C(F)(F)F)cc2)n1
  -9, -8, -12, 22, -2, -15, -1.6, 4, 8, 0
> COc1cc2c(cc1OC)CN(C(=O)CN1C(=O)c3ccc([N+](=O)[O-])cc3C1=O)CC2
  -1, 5, -1, 19, -10, nt, -0.2, nt, -6, nt
> O=C(NCCc1ccccc1)/C(=C\c1ccc([N+](=O)[O-])cc1)NC(=O)c1ccccc1
  3, -4, 0, 21, -2, -13, -0.1, 0, -3, -2
> CCOC(=O)CC(NC(=O)c1cccc2c1C(=O)N(Cc1cccnc1)C2)c1ccc(OC(C)C)cc1 (centres undefined)
  -6, 0, -9, 6, 19, 4, -0.1, 0, 2, 2
> O=S(=O)(/N=C(/Nc1ccccc1)c1ccccc1)c1cccs1
  1, -7, 31, 17, -13, -19, 0.1, 1, -1, 6
> Cc1cccc2c3nc4ccccc4nc3n(C)c12
  3, 9, -78, 17, 31, -161, 1.4, -1, -8, 1
> CC(C)(C)OC(=O)N1CCN(c2ccc(CNC(=O)c3ccc(Cl)cc3)cc2)CC1
  6, -5, 20, 8, 0, -12, -0.5, -1, -2, -1
> Clc1ccc(Oc2cnns2)cc1Cl
  7, -11, 5, 18, -12, 3, 0.1, 2, 18, 1

# (next part)
SMILES,HDAC3 inh,HSF1 inh,aSyn UTR inh,AI-2 QS modul,HSF-1 act,KLF5 inhibitor,HIF activator,HSP90 inh,Platelet DG rel,IEC-6 tox
COc1ccc(C)cc1S(=O)(=O)NCC(c1cccnc1)N1CCc2ccccc2C1 (centres undefined),2,3,32,42,13,1,0.6,-1,1,7
COc1cccc(NC(=O)CN2CCN(CC(=O)Nc3ccc(F)cc3)CC2)c1,3,-3,4,23,-9,-8,-8.5,-2,0,7
O=C(CN1CCN(c2cccc(Cl)c2)CC1)NCc1ccccc1,-3,-11,10,24,7,-22,1.5,-1,11,-3
O=C(COC(=O)C1CC(=O)N(Cc2ccccc2)C1)Nc1ccc(Cl)cc1F (centres undefined),0,-1,4,8,21,-15,0.4,0,9,-6
O=C1C(=O)N(Cc2cccnc2)C(c2cccc(O)c2)/C1=C(\O)c1ccc2c(c1)OCCO2 (centres undefined),6,23,-9,3,?,-43,0.2,-6,-2,-2
N#C/C(=C/c1ccncc1)c1nc2ccccc2c(=O)[nH]1,7,-3,-1,-6,7,2,0.1,3,-12,1
CN(Cc1ccc(Cl)cc1)C(=O)c1ccc2ccccc2n1,1,6,21,21,2,9,-0.1,-1,-2,0
N#CCCCN1C(=O)C(O)(CC(=O)c2ccc3c(c2)OCCO3)c2ccccc21 (centres undefined),10,4,14,24,26,-6,-0.2,-1,1,-4
Cc1sc(NC(=O)C2CCCCC2)c(C#N)c1-c1ccccc1,4,32,-237,14,?,-81,5.6,0,1,1
Nn1cnc2sc3c(c2c1=O)CCC3,2,-2,13,-4,-1,-20,-0.2,5,-3,7
CCOC(=O)N1CCN(C(=O)c2c[nH]c3ccc(S(=O)(=O)N(C)c4ccccc4C)cc3c2=O)CC1,2,-2,10,19,4,-1,-0.2,-2,2,-3
O=C(N1CCOCC1)C(F)(F)C(F)(F)C(F)(F)C(F)(F)C(=O)N1CCOCC1,-10,nt,-16,20,nt,-18,-0.1,2,-1,4
CCOC(=O)N1CCN(C(=O)/C(=C/c2cccs2)NC(=O)c2cccs2)CC1,7,6,3,35,-8,-14,-0.4,-1,-3,-8
COc1ccc(-c2cc(N3C(=O)Nc4ccccc4N3O)n[nH]2)cc1,6,0,5,5,4,-32,-3.2,3,-6,4
Cc1[nH]c2ccccc2c1C(=O)COC(=O)C1CC(=O)N(Cc2ccccc2)C1 (centres undefined),3,3,-10,11,7,-18,-0.1,-2,-8,-1
CCc1ccc(N(CC(=O)NC2CCCC2)C(=O)CCC(=O)Nc2cc(C)on2)cc1,-1,3,23,-9,13,-10,-0.4,0,-9,5
COc1ccc(-c2nn(-c3ccccc3)cc2/C=C/C(=O)N2CCOCC2)cc1OC,6,2,20,-1,5,19,-0.4,1,24,0
O=C(NCC1CCN(C(=O)c2ccc([N+](=O)[O-])cc2)CC1)c1ccc([N+](=O)[O-])cc1,1,-12,15,23,8,11,-0.8,-2,-2,3
CSCc1cc(N2CCCC2)nc(-c2ccccc2)n1,-3,2,21,25,6,-3,0.1,0,-5,2
Cc1ccc(NC(=O)c2ccco2)c(NC(=O)c2ccccc2)c1,-4,-3,6,8,3,6,-30,-1,-7,-3
Cn1nc(C(C)(C)C)c([N+](=O)[O-])c1C(=O)Nc1cccc2ccccc12,6,-10,9,23,-1,-7,-0.6,2,2,-2
Cc1cccc(Cn2c(=O)n(-c3ccc(CC(=O)NCc4ccco4)cc3)c(=O)c3sccc32)c1,-7,14,-11,13,19,-13,2.1,-1,9,3
O=c1nc2ccc(Cl)cn2c2ccc(S(=O)(=O)N3CCCCC3)cc12,-7,4,0,15,13,8,-0.1,1,-2,0
CCc1ccccc1NC(=O)c1cc(S(=O)(=O)N2CCc3ccccc32)cn1C,0,-1,-6,13,16,-20,-0.3,3,-2,-1
CCCSc1ccc(-c2nn(-c3ccccc3)cc2/C=C(/C#N)C(=O)N2CCOCC2)cc1,10,19,6,12,16,-41,1.0,-3,-3,2
Cc1cc(-c2nn3c(-c4ccccc4)nnc3s2)c2ccccc2n1,5,-8,-15,28,-23,8,0.2,1,6,-7
O=C(Nc1nnc(-c2ccc3c(c2)CCCC3)o1)c1ccccc1Cl,-1,-3,-22,23,7,-32,-0.2,1,9,-4
CCOC(=O)c1sc2nc(SCC(=O)NCc3ccco3)n(Cc3ccccc3)c(=O)c2c1C,nt,-8,40,13,13,0,0.3,5,-11,-2
O=C(c1ccc2c(=O)n(Cc3ccccc3)c(=S)[nH]c2c1)N1CCCC1,4,0,15,nt,4,-26,-0.7,-2,1,0
O=C(O)C1CCCN1C(=O)c1cccs1 (centres undefined),-2,-4,1,26,-1,-23,-0.3,-1,1,-5
Cc1ccc(NC(=O)CCC(=O)N/N=C/c2ccc(O)cc2O)cc1,7,6,6,52,5,-12,135*,-6,1,-1
Cc1cc(NC(=O)CSc2nnc(-c3ccc4c(c3)OCCO4)o2)no1,-3,4,1,-1,-6,-87,-0.7,13,0,3
CC1CCc2c(C(=O)OCC(=O)Nc3cccc(S(=O)(=O)N4CCCCCC4)c3)csc2C1 (centres undefined),5,8,38,6,10,-9,-0.1,-3,-5,2
O=S(=O)(Nc1cccnc1)c1cccs1,-2,-8,-5,20,14,-20,0.0,1,3,4

# Source: PubChem BioAssay
